ERAP1 HTS inh = inhibitors of human ERAP1 aminopeptidase; Q9NZ08; recombinant ERAP1, Leu-AMC fluorescence, 60 min; inhibition, % at 10.7 µM; actives 0.15% (n = 340,000); AID 652197;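 active = mean replicate inhibition of at least 30%, or all replicates individually reaching that 30% level; inactive = mean below 30% and not every replicate reaching it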;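 also: 0% = neutral control wells and 100% = L-leucinethiol positive control wells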
S100A4 inh HTS = blocks human S100A4 binding to myosin IIA peptide; S100A4/TAMRA-MyoIIA peptide fluorescence polarization; actives 0.14% (n = 360,000); inhibition, % at 10.7 µM;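 active = mean inhibition of at least 70% across replicates, with every replicate also reaching that level; inconclusive = mean inhibition reaches 70% but some replicates fall short; inactive = mean inhibition below 70%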
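System – human S100A4 monomer protein, biochemical binding assay · Buffer or medium – Calcium-containing HEPES buffer, pH 7.2 · Timing – 5 min between mix addition and reading · Also added – TAMRA-labelled myosin IIA heavy-chain peptide probe, 5 nM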
Xi reactivation = reactivates the inactive X chromosome in mouse fibroblasts. AID 743238. actives 0.055% (n = 360,000). XiGFP mouse fibroblasts, % GFP-positive cells imaging, 3 d; cells co-treated with 5-aza-dC sensitizer; scaled so ellipticine positive control = 100%. activation, % at 7.58 µM;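 active = mean normalized replicate activation at least 10% and every replicate at or above 10%; inconclusive = only one of the two criteria met; inactive = mean below 10% and not all replicates reach 10%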;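 also: 0% = median of on-plate neutral control wells and 100% = ellipticine 6 µM median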
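Assay system: SV40-immortalized XiGFP fibroblast cells, line 68-5-11; buffer or medium: DMEM plus 5-aza-dC sensitizer; compound: one concentration, pinned; timing: compounds 3 days, fix/stain 15 min at room temperature; benchmarks: positive control ellipticine, 6 µM final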
ERp5 block = inhibitors of human ERp5; Q15084; ERp5 insulin aggregation, absorbance 650 nm, 90 min; inhibition, % at 9.99 µM; actives 0.05% (n = 350,000); AID 651711;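 active = mean replicate inhibition above about 25%, with every replicate also reaching it, limit read from the data, passing the limit was not always enough; inconclusive = only one of those two criteria met; inactive = neither criterion met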
esBAF inh = SWI/SNF esBAF complex inhibition. mouse ES cells, Bmi1-luciferase knock-in reporter, 24 h; 100% = twice the neutral-well signal. reporter increase, % at 12.5 µM. actives 2% (n = 350,000); in the data active = activation above about 40%; inconclusive = no clear call, values can overlap the other calls;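 also: 0% = median of the plate's neutral control wells and 100% = double that signal; a rise in the Bmi1 reporter signal indicates esBAF inhibition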
RAD52 inh = RAD52 (human) annealing inhibition | P43351 | recombinant RAD52 DNA annealing, FRET fluorescence | inhibition, % at 18.7 µM | actives 0.46% (n = 360,000) | AID 651710;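 active = every replicate showing at least 50% inhibition; inconclusive = mean inhibition at least 50% but not in every replicate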
Target sequence (P43351 whole entry, looked up): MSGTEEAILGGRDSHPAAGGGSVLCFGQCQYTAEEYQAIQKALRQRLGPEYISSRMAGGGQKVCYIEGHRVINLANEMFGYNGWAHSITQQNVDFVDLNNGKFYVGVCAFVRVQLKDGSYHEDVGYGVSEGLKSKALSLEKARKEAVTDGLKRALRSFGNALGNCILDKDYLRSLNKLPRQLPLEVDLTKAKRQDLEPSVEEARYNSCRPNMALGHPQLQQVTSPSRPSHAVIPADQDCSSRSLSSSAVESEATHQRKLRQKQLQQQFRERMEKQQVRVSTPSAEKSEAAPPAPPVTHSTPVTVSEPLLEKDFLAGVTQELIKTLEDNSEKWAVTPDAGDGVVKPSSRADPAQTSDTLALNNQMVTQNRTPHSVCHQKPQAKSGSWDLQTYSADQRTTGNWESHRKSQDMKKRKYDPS
RAD54 branch = blocks human RAD54 Holliday junction branch migration. Q92698. FAM/BHQ fluorescence. inhibition, % at 10.4 µM. actives 0.14% (n = 360,000). AID 602329;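 active = mean normalized replicate activity at least 40 and at least half of replicates scoring 40 or more; inconclusive = only one of the two criteria met; inactive = mean below 40 and under half of replicates reaching 40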;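 also: 0% = median of neutral control wells and 100% = median of positive control wells; inhibitors cause a drop in the FAM fluorescence signal; in these data hits start at about 50%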
E-sel inducer = E-selectin induction on HUVECs. HUVEC E-selectin immunofluorescence imaging; normalized: neutral wells 0, TNF-alpha wells 100. P16581. AID 686992. activation, % at 7.58 µM. actives 0.37% (n = 260,000);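 active = mean E-selectin-positive cell signal at least 10% of the positive control, reached in at least 60% of replicates, without over 20% cell loss; inconclusive = no rule given, readout overlaps actives, possibly toxicity-flagged; inactive = the rest, including those meeting only one limit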;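 also: in these data hits start at about 27%; measured in HUVEC primary endothelial cells; signal is the percent of cells scored E-selectin positive by PE staining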
Target sequence (P16581 whole entry, looked up): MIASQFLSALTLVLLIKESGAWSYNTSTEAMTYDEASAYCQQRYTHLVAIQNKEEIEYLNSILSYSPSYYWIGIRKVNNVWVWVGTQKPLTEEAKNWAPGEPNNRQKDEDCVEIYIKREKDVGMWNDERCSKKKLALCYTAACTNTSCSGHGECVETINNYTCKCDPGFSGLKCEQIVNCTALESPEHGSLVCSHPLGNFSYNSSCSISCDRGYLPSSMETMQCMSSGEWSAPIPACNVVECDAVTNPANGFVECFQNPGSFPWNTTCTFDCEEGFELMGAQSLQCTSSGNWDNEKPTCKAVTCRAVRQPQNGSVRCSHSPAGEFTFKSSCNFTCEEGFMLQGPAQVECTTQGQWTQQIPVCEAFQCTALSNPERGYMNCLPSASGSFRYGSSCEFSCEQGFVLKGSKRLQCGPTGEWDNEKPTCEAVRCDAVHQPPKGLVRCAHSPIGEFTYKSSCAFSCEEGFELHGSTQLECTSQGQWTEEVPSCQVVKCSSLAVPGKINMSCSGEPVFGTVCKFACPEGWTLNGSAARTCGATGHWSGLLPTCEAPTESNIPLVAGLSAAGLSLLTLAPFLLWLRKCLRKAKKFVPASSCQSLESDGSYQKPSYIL
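Read-out basis: % PE-positive cells; Test system: HUVEC primary endothelial cells; Technique: immunofluorescence imaging; Dosing: single-point compound dose.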
* marks the source's active call; other numbers are inactive results; ? = inconclusive; · = no result given; & = joins results of further samples; ! = not confirmed by another sample.

Molecule	E-sel inducer	Xi reactivation	RAD52 inh	esBAF inh	S100A4 inh HTS	ERp5 block	RAD54 branch	ERAP1 HTS inh
CC(=O)c1cccc(NC(=S)N2CCN(S(=O)(=O)c3ccccc3)CC2)c1	-0.2	-0.2	-18	10	-4	3	5	-1
O=C(Nc1ccncc1)c1cccc(S(=O)(=O)N2CCN(c3ccc(F)cc3)CC2)c1	0.5	0.1	-7	2	5	-1	-3	2
CCCN1CCC(C)(C(=O)Nc2ccccc2Oc2ccccc2)C1 (centres undefined)	-0.2	0.3	-6	-3	3	-7	-2	7
CCOC(=O)c1sc(NC(=O)COC(=O)CNC(=O)c2ccco2)c(C(=O)OCC)c1C	-2.2	0.0	1	·	-2	0	·	-6
Cc1cccc(S(=O)(=O)N2CC[C@@H]3[C@@H](CO)Nc4ccc(C#Cc5ccccc5F)cc4[C@@H]32)c1	0.4	0.1	-15	-3	5	-3	4	-1
COc1ccc(CC(=O)NCc2nnc(SCC(=O)Nc3ccc(OC)cc3)n2C)cc1	1.9	0.1	-5	·	-16	-5	·	0
O=C(C[C@@H]1C=C[C@H](NC(=O)NC2CCCC2)[C@H](CO)O1)NCc1ccc(F)cc1	0.0	0.1	-19	0	-20	4	-3	1
O=C(NC(CO)Cc1ccccc1)c1ccccc1 (centres undefined)	·	0.0	0	·	0	3	·	5
COc1ccc(OC)c(NC(=O)CCc2nnc3ccc(N4CCC(C)CC4)nn23)c1	·	0.0	13	-3	14	-4	-1	0
COc1ccc(CNS(=O)(=O)c2ccc(Br)s2)cc1	·	0.2	-7	3	-1	5	1	0
CCCCN(CC(=O)NCc1ccc(F)cc1)C(=O)c1ccco1	-2.3	0.1	-11	1	4	5	2	·
C[C@@H]1CN([C@H](C)CO)C(=O)c2cc(NC(=O)Cc3ccccc3)ccc2O[C@H]1CN(C)Cc1ccc(Oc2ccccc2)cc1	1.1&-0.1	0.1&0.1	16&-61	6&1	-13&15	-1&-6	4&-5	-1&4
CCOc1ccc(CCNC(=O)CCNS(=O)(=O)c2ccc3c(c2)CCN3C(C)=O)cc1OCC	·	0.0	-9	4	2	-1	7	-3
COc1cc(OC)cc(C(=O)OCC(=O)Nc2ccc(F)cc2F)c1	-2.7	0.2	3	-4	-2	3	-10	-1
CCCOc1cccc(C(=O)NC(=S)Nc2cccc(C(F)(F)F)c2)c1	·	·	-24	-3	-3	1	4	-2
COc1ccc(NS(=O)(=O)c2cccc(C(=O)N/N=C/c3ccccc3OC)c2)cc1	-0.2	0.0	-6	·	-7	-3	11	1
COc1ccc(CCNC(=O)c2ccc(N(C)S(=O)(=O)c3ccccc3)cc2)cc1	·	-0.1	-1	·	0	-8	0	1
CCN(CC(=O)Nc1c(F)cccc1F)C(=O)c1ccccn1	·	-0.1	-10	-4	0	11	-2	-2
CCOP(=O)(OCC)c1nc(Cc2ccccc2)oc1NCc1ccccc1	-0.2	0.3	-6	1	4	0	·	15
Cc1ccccc1OCC(=O)OCC(=O)NCC1CCCCC1	·	0.1	-16	-3	2	-11	0	-3
O=C(c1cccc(F)c1)N1CCCCN2[C@H](CO)[C@@H](c3ccc(-c4cccnc4)cc3)[C@@H]2C1	0.3	0.1	3	·	6	1	-5	3
NS(=O)(=O)c1ccc(CCNC(=O)C2CCCO2)cc1 (centres undefined)	·	0.0	1	-6	8	3	0	-1
CSc1ncc(C(=O)Nc2ccccc2)cn1	-0.2	-0.1	-18	11	-3	2	-4	-1
O=S(=O)(c1ccccc1)N1CC2(C1)[C@H](c1ccccc1)[C@H](CO)N2CC1CC1	0.0	0.1	-17	·	8	0	·	0
CCOc1cc(C)c(-c2onc(C(F)(F)F)c2-c2csc(C)n2)c(O)c1	·	·	-5	-5	-1	1	1	2
O=C(CN(C(=O)c1csnn1)c1cccc2ccccc12)NC1CCCC1	·	0.1	-5	-3	3	2	·	-1
C[C@@H]1CN([C@@H](C)CO)C(=O)c2cc(NC(=O)Nc3cccc4ccccc34)ccc2O[C@@H](C)CCCCO[C@H]1CN(C)C	0.0	-0.9	31	-3	8	-1	10	2
Cc1ccc(C(=O)NCCC(=O)NCc2ccco2)cc1	-0.2	-0.1	-17	-2	-1	-10	-7	-1
Cc1ccc(-c2csc(NC(=O)/C=C/c3cccs3)n2)cc1C	-0.1	-0.1	-18	·	-1	2	·	-1
O=C1c2ccccc2C(c2nc3ccccc3[nH]2)N1c1ccccn1 (centres undefined)	0.1	-0.1	-54	0	3	-3	-3	-6
CC(C)CC(=O)NC(=S)N1CCN(c2ccc([N+](=O)[O-])cc2Cl)CC1	·	0.3	-10	·	-35	0	·	3
CCC(=O)N[C@H]1CC[C@@H](CC(=O)OC)O[C@H]1CO	-0.3	-0.2	-9	3	2	0	-4	-1
CCC(=O)N1CC[C@@H]2[C@H]1c1cc(C#Cc3ccc(OC)cc3)ccc1N[C@@H]2CO	1.2	0.5	-5	6	2	-2	4	2
COc1ccc(/C=N/n2c(-c3ccco3)nc3ccccc3c2=O)cc1	·	·	-8	30	-5	-12	2	0
Cc1ccc(NC(=O)CN(C)C(=O)CSc2nnc(C(F)(F)F)n2C)cc1	0.0	0.0	-19	·	-6	-5	·	8
O=C(Nc1cccc(F)c1)N1CCCCN2[C@H](CO)[C@H](c3ccc(C#CC4CC4)cc3)[C@@H]2C1	-0.7	0.0	-32	·	14	0	1	-1
CCN(CC)S(=O)(=O)c1ccc(C(=O)NCCOC(=O)c2ccc(F)cc2F)cc1	·	0.1	-8	0	-1	8	·	3
COc1ccc(-n2nnnc2CNC(=O)c2ccc3ccccc3c2)cc1	-2.1	0.0	-3	2	1	-1	7	2
COc1ccc(-n2nc(C(=O)NCC(=O)N(C)Cc3ccccc3)c3ccccc3c2=O)cc1OC	0.2	0.2	-15	1	0	1	4	-6
O=C(c1ccc([N+](=O)[O-])s1)N1CCN(c2ccccn2)CC1	·	0.4	-4	-4	-1	2	-1	-3
COCC#Cc1ccc([C@H]2[C@@H](CO)N3CCCCN(S(=O)(=O)c4cccc(OC)c4)C[C@@H]23)cc1	-0.4	0.0	-52	·	1	-1	3	0
C[C@H](CO)N1C[C@H](C)[C@@H](CN(C)Cc2ccccc2)Oc2c(NC(=O)C3CC3)cccc2C1=O	102*!	-0.1&-0.1	-3&-4	4&-1	19&0	2&-1	-4&1	1&-2
Cc1ccc(-n2nc3c(=O)n(CC(=O)NCc4ccccn4)nc(C)c3c2C)cc1	1.7	0.0	-4	-3	1	12	1	2
CC(=O)Nc1ccc(SCC(=O)NC(=O)c2ccc(Cl)cc2)cc1	-0.1	-0.2	-25	7	-4	-2	1	0
O=C(COC(=O)c1ncc(Cl)c(Cl)c1Cl)Nc1ccccc1OC(F)F	·	-0.1	2	-6	22	2	5	-4
CS(=O)(=O)Nc1ccc(S(=O)(=O)N2CCCC2)cc1	-0.3	-0.1	2	·	-5	-1	·	2
CSCCC(NS(=O)(=O)c1cccc(C(F)(F)F)c1)C(=O)N(C)Cc1ccc2c(c1)OCCO2 (centres undefined)	·	0.0	6	4	19	-3	-9	1
CN(CC(=O)Nc1ccccc1Br)C(=O)c1ccccc1OCc1ccc(Cl)cc1	·	1.5	8	-5	-4	-6	2	-10
COc1ccc(/C=N/Nc2nc(-c3cccc(S(=O)(=O)N4CCCC4)c3)cs2)c(OC)c1	·	0.1	96*	·	15	0	·	1
COc1cc(OC)cc(C(=O)NNC(=O)c2ccc(S(=O)(=O)N3CC(C)OC(C)C3)cc2)c1 (centres undefined)	·	0.0	4	-7	2	-4	-5	-2
S=C(c1c[nH]c2ccccc12)N1CCCC1	-2.0	-0.1	-2	-11	-1	3	4	2
Cc1c(Cl)cccc1NC(=O)Nn1cnnc1	·	0.1	-16	3	-16	2	5	-1
COCC(=O)N(C)C[C@H]1Oc2cc(C#Cc3ccccc3)ccc2S(=O)(=O)N([C@H](C)CO)C[C@@H]1C	0.0	0.0	-7	4	10	-6	-5	1
CCn1c(C)c(C(C)=O)c(N2CCN(c3ccccn3)CC2)nc1=S	·	·	14	3	7	-1	1	-1
O=C(c1cc(-c2ccc(Cl)cc2)n[nH]1)N1CCN(C(=O)c2ccco2)CC1	?	0.2	-14	3	-1	5	-9	-1
C[C@H]1CN([C@@H](C)CO)S(=O)(=O)c2ccc(C#CC3CC3)cc2O[C@H]1CN(C)C(=O)c1cccnc1	-0.2&-0.3	0.0&-0.8	-13&21&11	3&5&8	-3&4&10	6&1&0	-7&-8&1	9&3&1
Cc1cccc(C(=O)NCCC(=O)NCc2ccccc2F)c1	-1.1	0.0	0	-6	-1	4	-2	1
COC(=O)C1CSC(C(=O)OC)N1C(=O)CN1CCN(c2ccccc2)CC1 (centres undefined)	·	0.1	-3	·	1	-1	·	1
C[C@@H](NC(=O)[C@H]1N[C@H]2c3ccc(-c4ccncc4)c(=O)n3C[C@H]2[C@@H]1CO)c1ccccc1	0.6	0.1	-9	2	9	-3	-8	0
COc1ccc(NC(=O)Nc2ccc3c(c2)C(=O)N([C@@H](C)CO)C[C@@H](C)[C@H](CN(C)C(=O)Nc2ccc(C(F)(F)F)cc2)OCCCC[C@H](C)O3)cc1	0.4	-1.2	7	-1	-7	-2	-2	-6

Carrying on:
Molecule	E-sel inducer	Xi reactivation	RAD52 inh	esBAF inh	S100A4 inh HTS	ERp5 block	RAD54 branch	ERAP1 HTS inh
COCC(=O)Nc1ccc2c(c1)C(=O)N(C)C[C@H](OC)[C@H](C)CN(C(=O)COC)[C@@H](C)CO2	-0.1	0.4	-8	2	0	4	6	-3
COc1cccc2sc(N(CCCN(C)C)C(=O)c3ccc(S(=O)(=O)N4CCCc5ccccc54)cc3)nc12	14	0.1	45	-8	3	-4	12	-9
O=C(NCC1CCCN(Cc2nccs2)C1)c1cccc2ccccc12 (centres undefined)	-0.1	0.1	-10	1	3	0	0	0
COc1ccccc1-c1nc(-c2ccc(C(=O)O)cc2)no1	-0.1	0.0	-9	9	-25	6	-3	-1

Complete entries, quoted from the list:
Shown for COc1ccc(NS(=O)(=O)c2cccc(C(=O)N/N=C/c3ccccc3OC)c2)cc1 = E-sel inducer = -0.2; Xi reactivation = 0.0; RAD52 inh = -6; esBAF inh = ·; S100A4 inh HTS = -7; ERp5 block = -3; RAD54 branch = 11; ERAP1 HTS inh = 1
Shown for COc1cccc2sc(N(CCCN(C)C)C(=O)c3ccc(S(=O)(=O)N4CCCc5ccccc54)cc3)nc12 = E-sel inducer = 14; Xi reactivation = 0.1; RAD52 inh = 45; esBAF inh = -8; S100A4 inh HTS = 3; ERp5 block = -4; RAD54 branch = 12; ERAP1 HTS inh = -9
Shown for O=C(Nc1cccc(F)c1)N1CCCCN2[C@H](CO)[C@H](c3ccc(C#CC4CC4)cc3)[C@@H]2C1 = E-sel inducer = -0.7; Xi reactivation = 0.0; RAD52 inh = -32; esBAF inh = ·; S100A4 inh HTS = 14; ERp5 block = 0; RAD54 branch = 1; ERAP1 HTS inh = -1
